Ecoli tolC – growth inhibitors of E. coli tolC mutant, primary screen, strain BW25113 ΔtolC::kan, 384-well; OD615; growth inhibition, % at 10 µM (by protocol); hit rate 2.2% among 65,000;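 active = growth inhibition at or above a cutoff equal to the mean over every tested compound plus 3 SD, cut at about 60% in these data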;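 also: growth measured after 20 h incubation at 37 °C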
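signal = optical density read at 615 nm | test system = E. coli ΔtolC::kan strain BW25113 | timing = 20 h compound exposure of bacteria at 37 °C | buffer or medium = LB medium plus 50 µg/mL kanamycin | compound dosing = 10 µM final, single dose | evaluation = % inhibition of E. coli growth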
M1 antagonist – antagonists of rat M1 muscarinic receptor | CHO-M1 cells, Fluo-4 calcium, ACh EC80 antagonist mode; active compounds read low | hit rate 3.4% among 64,000 | Muscarinic acetylcholine receptor M1 (Rattus norvegicus), P08482 | B-score at 10 µM;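 active = calcium fluorescence response, raw or row-and-column corrected B-score, differing from the plate sample mean either way at a set confidence level, mostly lower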
HEK293 NFkB inh – inhibitors of PMA/ionomycin-induced NF-kB reporter, primary screen, antigen receptor NF-kB inhibitor project, cell-based, HEK-293 luciferase reporter, luminescence; inhibition, % at 3 µM; hit rate 0.21% among 62,000; HEK-293 NF-kB luciferase reporter;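 active = inhibition above the mean of all tested compounds plus 3 SD, cut at about 40% in these data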;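 also: 0% = stimulated DMSO wells and 100% = 10 µM reference inhibitor 5653914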
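Timing: 1 h pretreatment, 16 h stimulation, 37 °C; system: HEK-293 cells with stable firefly luciferase reporter driven by four HIV NF-kB elements; doses: 3 µM once, 0.30% DMSO; measured by: luciferase luminescence; control set: DMSO and 10 µM reference inhibitor; repeats: single test; reagent: PMA plus ionomycin mix as NF-kB-activating stimulus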
SF-1 act – activators of human SF-1, primary screen, cell-based, CHO-K1, Gal4-SF-1 LBD, luciferase luminescence; CHO-K1 Gal4-SF-1 LBD luciferase reporter; % increase over DMSO SF-1-specific signal; AID 522, 2006; hit rate 1.9% among 65,000; Steroidogenic factor 1 (Homo sapiens), Q13285; activation, % at 10 µM;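 active = activation above the mean activation of all tested compounds plus 3 SD, cut at about 50% in these data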
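Compound – one dose, 10 µM compound, 1% DMSO · Test system – transient Gal4-SF-1 LBD reporter, CHO-K1 · Input – 4,000 cells in each well · Read-out basis – percent activation relative to DMSO median and mock-transfected background · Replicates – single measurement per compound · Technique – steady-glow luciferase luminescence, read after 15 min reagent incubation · Timing – 20 h compound treatment, 37 °C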
M1 ag – M1 muscarinic receptor agonists, primary screen, CHO-M1 cells, Fluo-4 calcium, agonist mode. Fluo-4 calcium fluorescence; active compounds read high. B-score at 10 µM. hit rate 3% among 64,000. AID 626, 2007;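 active = fluorescence rise, raw or as B-score row- and column-corrected plate score, outside the 99.7% band of its plate's samples, either direction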
TNAP act DEA – human TNAP enzyme activators, primary screen, biochemical, luminescent, intermediate phosphate acceptor level. purified TNAP, CDP-star luminescence, 100 mM DEA, 30 min; active compounds read high; scale: 0 levamisole-inhibited, 1 vehicle-only enzyme. activation factor at 20 µM. 64,000 tested, under 10 active;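 active = activation factor of at least 2 at 20 µM, relative to controls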
Target sequence (P05186 whole entry, looked up): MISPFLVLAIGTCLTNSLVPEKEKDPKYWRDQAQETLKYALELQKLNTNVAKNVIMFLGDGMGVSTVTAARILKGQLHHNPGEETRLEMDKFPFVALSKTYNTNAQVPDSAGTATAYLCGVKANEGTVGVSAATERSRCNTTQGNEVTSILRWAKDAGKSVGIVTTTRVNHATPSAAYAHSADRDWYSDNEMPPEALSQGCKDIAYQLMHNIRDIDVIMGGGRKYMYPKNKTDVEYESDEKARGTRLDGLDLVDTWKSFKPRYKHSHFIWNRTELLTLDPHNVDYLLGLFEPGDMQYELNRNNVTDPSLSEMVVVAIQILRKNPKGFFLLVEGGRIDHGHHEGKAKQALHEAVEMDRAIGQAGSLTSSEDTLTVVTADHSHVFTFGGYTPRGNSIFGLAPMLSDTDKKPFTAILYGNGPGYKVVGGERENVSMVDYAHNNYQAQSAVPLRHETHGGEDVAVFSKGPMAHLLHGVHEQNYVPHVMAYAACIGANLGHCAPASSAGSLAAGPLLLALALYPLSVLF
Jurkat tox 60K – cytotoxicity toward Jurkat T cells, primary screen, cytotoxicity control, cell-based, Jurkat E6.1, 60K MLSMR library | Jurkat E6.1 viability, ATP luminescence, 48 h | inhibition, % at 4 µM | hit rate 1.2% among 56,000 | AID 463, 2006;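 active = inhibition above the mean inhibition of all tested compounds plus 3 SD, cut at about 28% in these data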
NADH coupling – inhibitors of PK/LDH coupling enzymes, profiling panel, artefact control, biochemical, MLSMR library; IC50, µM (series often up to 10 µM), without a hit: at the highest dose inhibition; hit rate 0.02% among 65,000; coupled PK/LDH NADH assays, four targets; AID 774, 2007;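 active = single-dose screening hits from any of four coupled enzyme assays that gave an IC50 when retested across doses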;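 also: the DPM-DC format reads NADH fluorescence rather than 340 nm absorbance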
D1 allo mod – D1 CRE-luciferase signal change, two-sided – cell-based, HEK293 D1, dopamine EC30, D1 allosteric modulator project, primary screen; D(1A) dopamine receptor (Homo sapiens), P21728; B-score at 10 µM; AID 641, 2007; hit rate 5.9% among 58,000; dopamine EC30 potentiation; actives deviate in either direction;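 active = luminescence count or its row- and column-corrected plate score outside the 99.7% band of the plate's sample wells, on either side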
Target sequence (P21728 whole entry, looked up): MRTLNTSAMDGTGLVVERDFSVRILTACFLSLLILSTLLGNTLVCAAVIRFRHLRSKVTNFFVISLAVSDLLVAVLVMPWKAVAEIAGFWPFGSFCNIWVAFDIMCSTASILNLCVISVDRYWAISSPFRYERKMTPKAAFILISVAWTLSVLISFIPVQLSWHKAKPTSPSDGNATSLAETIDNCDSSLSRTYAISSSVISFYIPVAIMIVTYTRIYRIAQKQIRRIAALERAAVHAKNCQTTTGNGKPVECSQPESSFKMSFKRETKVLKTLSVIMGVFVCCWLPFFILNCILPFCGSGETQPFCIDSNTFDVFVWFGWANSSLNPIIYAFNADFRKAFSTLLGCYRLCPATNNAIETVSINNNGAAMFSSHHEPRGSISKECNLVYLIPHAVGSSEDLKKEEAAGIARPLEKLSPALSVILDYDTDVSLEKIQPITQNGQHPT
* marks the source's active call; other numbers are inactive results; x = not tested or not shown; [ ] = another dose, or the depositor's remark.

SMILES	Ecoli tolC	M1 antagonist	HEK293 NFkB inh	SF-1 act	M1 ag	TNAP act DEA	Jurkat tox 60K	NADH coupling	D1 allo mod
CC(=O)C1=C(C)Nc2ncnn2C1c1cccc(OCc2ccccc2)c1 (configuration not stated)	-4	-0.6	1	-17	-0.25	0.9	2	3%	-1.4
COc1ccc(Nc2nc(N)nc(C(F)(F)F)n2)c(OC)c1	-11	0.17	1	16	0.96	0.9	-6	7%	4.2*
CC(CN1CCCCC1)OC(=O)c1ccc(Cl)cc1Cl (configuration not stated)	-9	-0.73	-4	-1	-0.083	0.9	-7	3%	-0.07
CCOC(=O)C1CCN(C(=O)c2c(-c3c(F)cccc3Cl)noc2C)CC1	1	0.59	18	5	2.7	1	1	10%	-0.018
COc1cccc(C(=O)OC(C)CN2CCCC2)c1 (configuration not stated)	-17	-2.3	13	-6	1	0.9	0	6%	0.43
Cc1ccc(CCNC(=O)C2CCC(=O)N2Cc2cccnc2)cc1 (configuration not stated)	-5	-0.09	15	4	-1.9	1	-1	7%	0.33
CCCCOc1cccc(NC(=O)CSc2nccn2C)c1	0	0.45	16	0	1.3	0.7	-1	3%	0.48
CN(C)CCCN1C(=O)C(=O)/C(=C(/O)c2ccncc2)C1c1cccnc1 (configuration not stated)	-7	0.42	7	4	0.15	0.9	-6	6%	-0.28
CC(=O)NC(C)C(=O)OCC(=O)Nc1ccc(Br)cc1 (configuration not stated)	-15	-0.38	x	x	-0.62	0.9	x	1%	-0.27
COCCN(CCOC)c1ncnc2c1cnn2-c1ccc(Cl)cc1	21	0.42	-4	33	-0.16	0.9	x	7%	x
CCOC(=O)CSc1nc2cc(C(=O)NCc3ccco3)ccc2c(=O)n1-c1ccc(F)cc1	-16	0.23	5	-51	-1.2	0.9	x	3%	-0.9
CC(=O)c1ccc(NC2OC(C)C(O)C(O)C2O)cc1 (configuration not stated)	-23	-1.5	8	-5	-0.97	0.9	-3	8%	0.18
Cc1noc(NS(=O)(=O)c2ccc(NC(=O)CSc3nc4c(cc3C#N)CCC4)cc2)c1C	11	-0.25	-13	21	0.38	1	-3	9%	-0.89
O=C(c1ccccc1)c1cccn1CC(=O)N1CCN(c2ccccc2)CC1	-4	-0.75	2	3	1.2	0.9	-6	4%	x
CC1(C)CNC(=O)CC(C)(C)N1O	-9	0.45	16	-14	-0.0096	1	8	2%	0.57
CN(C)CCN1C(=O)C(=O)/C(=C(/O)c2ccc(S(=O)(=O)N3CCOCC3)cc2)C1c1ccccc1 (configuration not stated)	-9	0.11	7	-19	0.39	0.9	-6	2%	-0.35
O=C(CSc1nc2ccccc2o1)Nc1nc2c(s1)CCCC2	63*	0.4	-32	12	-0.44	0.9	15	7%	-2.4*
O=C(Nc1ccc(F)cc1)c1cccnc1N1CCOCC1	-3	1.1	0	11	0.0065	0.9	1	8%	0.04
COCCN(C(=O)Nc1ccccc1)C(C)c1cccnc1 (configuration not stated)	5	-0.77	19	-40	0.13	0.9	3	1%	0.17
CCOC(=O)N1CCN(C(=O)c2ccc3c(=O)n(-c4ccc(OC)cc4OC)c(=S)[nH]c3c2)CC1	-12	0.56	18	2	2.4	0.9	-5	5%	-1
CSc1nc(N2CCCC2)c2c(c1C#N)CC(C)(C)OC2	3	-0.006	x	-7	-0.14	0.9	x	0%	x
O=C(NCCc1csc(-c2cccnc2)n1)c1ccco1	-10	0.76	7	-17	1.1	1.1	-5	7%	0.056
CC1(C)Cc2c(C#N)c(N3CCOCC3)nc(Cc3ccccc3)c2CO1	11	-0.73	x	-13	4.2*	0.9	x	5%[fluoresces]	x
COc1ccccc1N(CC(=O)Nc1cc(C)on1)S(=O)(=O)c1cccs1	-6	-0.27	21	-14	0.27	x	-7	3%	x
O/C(=C\Sc1nnc(Cc2ccccc2)o1)c1ccc(Br)cc1	-3	0.35	16	2	0.5	0.9	-1	6%	-0.7

4 entries from above, ordered by length of the SMILES, highest first.
SMILES	Ecoli tolC	M1 antagonist	HEK293 NFkB inh	SF-1 act	M1 ag	TNAP act DEA	Jurkat tox 60K	NADH coupling	D1 allo mod
CCOC(=O)CSc1nc2cc(C(=O)NCc3ccco3)ccc2c(=O)n1-c1ccc(F)cc1	-16	0.23	5	-51	-1.2	0.9	x	3%	-0.9
CC(=O)C1=C(C)Nc2ncnn2C1c1cccc(OCc2ccccc2)c1 (configuration not stated)	-4	-0.6	1	-17	-0.25	0.9	2	3%	-1.4
O=C(CSc1nc2ccccc2o1)Nc1nc2c(s1)CCCC2	63*	0.4	-32	12	-0.44	0.9	15	7%	-2.4*
CC(=O)c1ccc(NC2OC(C)C(O)C(O)C2O)cc1 (configuration not stated)	-23	-1.5	8	-5	-0.97	0.9	-3	8%	0.18

Later entries
SMILES	Ecoli tolC	M1 antagonist	HEK293 NFkB inh	SF-1 act	M1 ag	TNAP act DEA	Jurkat tox 60K	NADH coupling	D1 allo mod
O=C(NCCCn1ccnc1)c1cc(C2CC2)on1	-11	0.31	4	13	-0.52	0.9	-9	2%	0.38
COc1ccccc1NC(=O)COc1ccc(C(=O)OCC(=O)N2CCCC2=O)cc1OC	-6	-0.75	-4	3	-0.1	0.9	-11	7%	x
O=C1OCCC1Sc1nnc(-c2ccc3c(c2)OCO3)n1-c1ccccc1 (configuration not stated)	-5	0.86	3	-4	0.025	1	6	7%	-3.8*
COC(=O)C1CCN(C(=O)COC(=O)Cn2cnnn2)CC1	-18	0.27	12	-8	-0.09	0.8	-9	6%	-0.23
CNCc1ccc(OCc2ccccc2)c(OC)c1	-3	-1.4	2	8	-0.54	0.9	3	6%	-0.014
Cn1nnnc1SCCNCc1cccc2ccccc12	20	0.051	15	2	-0.0097	0.9	4	2%	0.33
O=C(CSc1ccccn1)N1CCN(c2ccccc2)CC1	-4	0	17	1	0.5	1	x	8%	-1.1
CCC1Oc2ccc(C)cc2N(CC(=O)NCc2cc(OC)ccc2OC)C1=O (configuration not stated)	0	0.18	21	-16	0.29	0.9	-4	6%	0
CC(C)CC1NC(=O)N(CC(=O)N2CCN(S(=O)(=O)c3ccc(Cl)cc3)CC2)C1=O (configuration not stated)	3	-1.5	13	-5	0.45	0.9	3	10%	-1.1
CC(=O)c1ccc(NC(=O)c2cc(CC(C)C)on2)cc1	-1	0.11	-8	4	-1.1	0.9	-1	2%	-0.86
NC1=NC(c2cccc(O)c2)n2c(nc3ccccc32)N1 (configuration not stated)	-16	0.58	18	-3	0.089	0.9	-5	6%	-0.045
Cc1cc(=O)c2cc(Cl)ccc2[nH]1	-7	-0.28	15	-25	-0.13	0.9	3	4%	-0.87
Cc1cc(Nc2ccc(Cl)cc2)n2nnnc2n1	-9	-0.016	1	-4	-0.58	0.9	-5	5%	-0.14
O=C(Cn1c(=O)sc2ccccc21)Nc1ccc2c(c1)OCCO2	-13	0.84	15	-10	0.047	1	x	3%	x
Cc1ccc(N(CC(=O)Nc2ccc(F)cc2)S(=O)(=O)N2CCCC2)cc1	37	0.98	23	0	-0.74	x	4	3%	-0.94
COc1cc2c(cc1OC)CN(C(=O)c1cc3ccccc3oc1=O)CC2	-19	-0.69	15	22	0.43	1	60*	7%	1
COCCCNC(=O)c1ccc2c(=O)n(C3CCCC3)c(=S)[nH]c2c1	14	-0.89	3	-9	-0.91	0.9	6	9%	0.28
Cc1ccc(OCC(=O)Nc2ccc(N3CCOCC3)cc2)cc1	-20	-0.73	16	2	0.45	1	5	3%	0.07
CC(C)C(c1nnnn1C1CCCCC1)N1CCc2ccccc2C1 (configuration not stated)	10	-0.01	14	-7	-0.011	1	-4	4%	0.012
CC(=O)Oc1ccc(N2C(=O)CCC2=O)cc1	-11	-1.1	19	-7	-0.7	0.9	3	7%	0.0017
O=C(CS(=O)(=O)c1c[nH]c2ccccc12)N1CCCCC1	6	0.49	11	-1	0.64	0.9	x	5%	-0.17
Clc1ccccc1-c1nn2c(Cn3cnc4ccccc43)nnc2s1	48	-0.34	12	-6	0.27	1	2	5%	1.5
O=C(COC(=O)C1CC(=O)N(C2CCCCC2)C1)c1ccc(F)cc1 (configuration not stated)	-7	0.15	10	-24	-1.8	1	-3	3%	-0.0037
COCCNC(=O)c1c[nH]c2ccc(S(=O)(=O)N3CCC4(CC3)OCCO4)cc2c1=O	6	0.62	18	9	-0.13	0.9	x	10%[fluoresces]	x
Nc1nnc(C2CCCC2)s1	1	0.31	0	1	0.023	0.9	9	4%	-1.2

3 of the entries above in order of the NADH coupling value, high to low.
Compound,NADH coupling
COc1ccccc1NC(=O)COc1ccc(C(=O)OCC(=O)N2CCCC2=O)cc1OC,7%
CNCc1ccc(OCc2ccccc2)c(OC)c1,6%
O=C(NCCCn1ccnc1)c1cc(C2CC2)on1,2%

Remaining list, next part
SMILES	Ecoli tolC	M1 antagonist	HEK293 NFkB inh	SF-1 act	M1 ag	TNAP act DEA	Jurkat tox 60K	NADH coupling	D1 allo mod
CCOC(=O)CN(Cc1ccccc1)S(=O)(=O)c1ccc(NC(C)=O)cc1	11	0.72	14	2	-0.42	1	x	3%	-0.27
CCN(CC)c1ccc(NC(=O)c2cc3ccccc3o2)c(C)c1	-1	0.35	11	-9	0.027	0.8	9	5%	-0.42
Cc1ccc(NC(=O)Cn2cc3c(n2)CCC(C)C3)cc1 (configuration not stated)	-5	0.95	8	1	0.99	0.9	-3	4%	-0.48
CCOC(=O)N1CCN(Cc2nc3c(c(=O)n(C)c(=O)n3C)n2Cc2cc(C)ccc2C)CC1	19	0.98	0	-15	-2.8	1	-2	5%	0.51
Cc1c(C(=O)Nc2ccc(N3CCOCC3)cc2)oc2ccccc12	10	-0.28	-12	23	-0.033	0.9	0	3%	-2
COc1ccc(NC(=O)C2CCCCN2CC(=O)OCc2ccccc2)cc1OC (configuration not stated)	-6	-2.7*	7	0	-1	1	-5	6%	0.072
Cc1ccnc(NC(=O)CCC(=O)N(CC(=O)NC2CCCCC2)c2ccc3c(c2)OCO3)c1	20	-0.41	2	19	-0.016	1	1	4%	0.84
c1ccc(-c2nnc(CSc3nnc(-c4ccncc4)n3Cc3ccco3)o2)cc1	-10	0.8	-3	-2	0.11	0.9	14	4%	0.7
O=C1CC(c2ccccc2)CC(O)=C1C=NCCN1CCOCC1 (configuration not stated)	1	0.033	2	14	-1.6	0.9	-4	3%	-0.11
CCCN1CCN(C(=O)c2cccc3c2C(=O)N(CCOC)C3)CC1	-19	1.1	9	0	0.62	1	-3	3%	-0.81
COC(=O)c1ccccc1NC(=O)Cn1ccnc1	-13	0.034	1	4	1	0.9	0	1%	-2.5
CC(=O)c1c(C)[nH]c(C(=O)Nc2ccc(C)cn2)c1C	-10	2	1	-51	-0.026	0.9	-6	7%	0.0074
CCc1c(C)nc(SCCOc2ccc(OC)cc2)[nH]c1=O	11	0.017	1	12	-1.5	0.9	1	1%	1

Screening data (PubChem BioAssay)
